D2 ag: D2 dopamine receptor (human) agonism; HEK293 T-REx D2 cells, calcium flux agonist mode; activation, % at 2 µM; hit rate 0.53% among 340,000; AID 485358;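 active = activation over 3 SD above normal in the single-dose calcium agonist read, cut at about 30% in these data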; also: 0% is about no effect
Target sequence (P14416 whole entry, looked up): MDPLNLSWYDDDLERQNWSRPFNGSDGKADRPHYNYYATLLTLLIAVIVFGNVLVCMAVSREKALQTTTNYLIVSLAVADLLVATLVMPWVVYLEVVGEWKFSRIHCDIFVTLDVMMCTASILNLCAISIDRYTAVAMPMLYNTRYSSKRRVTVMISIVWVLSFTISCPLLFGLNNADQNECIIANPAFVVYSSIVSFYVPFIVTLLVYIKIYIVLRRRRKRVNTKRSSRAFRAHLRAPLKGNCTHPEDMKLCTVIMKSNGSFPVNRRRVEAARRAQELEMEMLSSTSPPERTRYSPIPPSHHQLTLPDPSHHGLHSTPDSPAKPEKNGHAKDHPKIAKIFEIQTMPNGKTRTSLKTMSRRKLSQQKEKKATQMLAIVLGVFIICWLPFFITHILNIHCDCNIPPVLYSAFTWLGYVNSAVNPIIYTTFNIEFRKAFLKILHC
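Calcium-flux readout, 1 cycle/sec over 180 s following compound pin transfer, in inducible HEK293 Trex D2 cells (force-coupled); dopamine controls included. Positive calcium responses during this window marked compounds as potential agonists.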
D2 antag: D2 dopamine receptor (human) antagonism. P14416. HEK293 TREx D2 cells, calcium flux, dopamine EC80. inhibition, % at 10 µM. hit rate 2% among 340,000; in the data active = inhibition above about 30%; also: 0% is about no effect
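Overnight-induced (tetracycline, 30 C) HEK293 T-REx cells carrying force-coupled D2 receive a no-wash calcium dye, then compound, then EC80 dopamine at 180 s; signals are read kinetically throughout.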
An asterisk follows results filed as active.

SMILES	D2 ag	D2 antag
COc1ccc(N2CCN(CCCNS(=O)(=O)c3c(C)noc3/C=C/N(C)C)CC2)cc1	0.3	15.4
CCCCc1cc2c(c(NC(C)=O)n1)c(=O)oc1ccccc12	2.2	-7.8
O=C1N=C(N2CCCC2)S/C1=C\c1cn[nH]c1-c1ccccc1	3.9	-0.8
CC(C)CNC(=O)CC(NCC(C)C)C(=O)O (stereo unspecified)	0.6	-2.1
COc1ccc(-c2c(C)c3ccc(OCC(C)=O)cc3oc2=O)cc1	0.7	-32.7
C#CCOCCOCCOCCNc1nc(N2CCN(C(=O)[C@H](CCC(=O)O)n3cc(C(N)Cc4ccc(O)cc4)nn3)CC2)nc(N2CCN(C(=O)[C@H](Cc3cc4ccccc4[nH]3)n3cc(C(N)CC(C)C)nn3)CC2)n1 (stereo partly specified)	0.4	10.8
Cc1ccc(C)c(SCC(=O)Nc2cc(C)nn2-c2ccc(F)cc2)c1	-0.5	-12.2
CC12OC1C1(O)CCCC1=CC2=O (stereo unspecified)	0.6	24.2
CCn1c2ccccc2n2c(=O)c(=O)n(CC(=O)N3CCN(c4ccccc4OC)CC3)nc12	0.0	-22.9
O/N=C/c1cc(Cl)ccc1OCc1cccc2ccccc12	0.7	-5.1
O=C(/C=C/c1ccc(O)c(O)c1)O[C@H](Cc1ccc(O)c(O)c1)C(=O)O	-0.5	15.9
CC(C)Cn1c(N)c(C(=O)CSc2nc3ccccc3c(=O)n2CCCN2CCOCC2)c(=O)n(C)c1=O	0.3	11.2
NS(=O)(=O)c1ccc(-c2ccc(/C=C3\C(=O)Nc4ccccc43)o2)cc1	0.3	-32.1
COCCNc1nnnc2c1sc1nc(N3CCOCC3)c3c(c12)CCCC3	0.0	-1.4
NCCCC[C@H](NC(=O)C1CCNCC1)c1nnc(CN)o1	0.0	9.4
CCn1cc(C(=O)NC2CCc3ccccc32)c(=O)c2ccc(C)nc21 (stereo unspecified)	1.5	-19.9
O=C(c1cccn2c(=O)c3cc4ccccc4cc3nc12)N1CCN(c2ccccc2)CC1	0.8	-11.4
CCN(c1ccccc1)S(=O)(=O)c1ccc(C(=O)N(CCN(C)C)c2nc3c(F)cc(F)cc3s2)cc1	0.6	22.8
O=C(c1cc2c(=O)n3ccccc3nc2s1)N1CCc2ccccc2C1	0.1	-3.7
Cc1cc(C)c2sc(N(CCCN(C)C)C(=O)c3ccc(S(=O)(=O)N4CCc5ccccc5C4)cc3)nc2c1	0.3	-16.5
Cc1nn(-c2ccccc2)c2sc(C(=O)C(C#N)c3ccccn3)cc12 (stereo unspecified)	0.0	-6.3
Cc1ccc2c(c1)N/C(=C(\C=C(/Cl)[N+](=O)[O-])[N+](=O)[O-])N2	0.4	-6.8
Clc1cccc(-c2nn3c(COc4ccccc4)nnc3s2)c1	-1.0	3.1
CC1=CC2=NC(=O)CC(C)(C(=O)N(CC(=O)NC(C)C)C3CCCC3)N2C=C1 (stereo unspecified)	2.2	-20.2
CCOC(=O)c1[nH]c2ccc(Br)cc2c1NC(=O)CCN1CCCCC1	-0.1	-0.9
SMILES	D2 ag	D2 antag
COc1cccc(C2=CC(c3ccccc3)n3ncnc3N2)c1 (stereo unspecified)	0.7	5.8
COCCCn1c2nc3ccccc3nc2c2c(=O)n(-c3ccccc3OC)c(C)nc21	0.2	-10.3
C#CCOCCOCCOCCNc1nc(N2CCN(C(=O)[C@H](CCCCN)n3cc([C@@H](N)CO)nn3)CC2)nc(N2CCN(C(=O)[C@H](Cc3cc4ccccc4[nH]3)n3cc([C@@H](N)CC(C)C)nn3)CC2)n1	-0.1	2.7
COCCCNC(=O)C1CCC(CNS(=O)(=O)c2ccc(C)cc2)CC1 (stereo unspecified)	3.0	7.5
CC(=O)N(Cc1ccco1)Cc1cc2cccc(C)c2n2nnnc12	1.9	-5.3
CC1(OC(=O)C2CCCC2)C(=O)C=C2C=C(c3ccsc3)N(CCN3CCOCC3)C=C2C1=O (stereo unspecified)	-0.4	9.2
COc1ccc(CCNC(=O)c2ccc3c(c2)NC(=O)C(CSCc2cc(C)ccc2C)N3)cc1OC (stereo unspecified)	0.9	-1.7
Cc1ccc(N2C(=O)c3ccccc3C2O)nc1 (stereo unspecified)	1.8	-4.1
O=C1c2ccccc2C(=O)C1(O)O	-0.6	3.4
C/C(CC(=O)Nc1ccccn1)=N\NC(=O)c1ccncc1	1.6	-6.1
Cc1cccc(-n2c3nc(=O)[nH]c(=O)c-3cc3c(C)nn(-c4ccccc4)c32)c1	-0.4	0.0
O=C(CCS(=O)NCc1ccccc1)NCc1ccccc1 (stereo unspecified)	0.4	-29.4
COC(=O)CSc1nnc2c(C)cc3cc4c(cc3n12)OCCO4	0.3	7.2
Cc1ccc(C(=O)Nc2ccc(C(=O)N/N=C/c3ccncc3)cc2)cc1	-0.5	0.4
Cc1cc2cc(CCNC(=O)CC(C)C)c(=O)[nH]c2cc1C	0.3	2.9
CC(/C(O)=C(\C#N)c1nc2ccccc2n1C)N1C(=O)c2ccccc2C1=O (stereo unspecified)	-0.1	-22.6
O=C(O)C1C2C=CC(C2)C1C(=O)NCc1ccccn1 (stereo unspecified)	0.4	-4.8
COc1ccc(S(=O)(=O)n2nc(C)c(S(=O)(=O)N3CCOCC3)c2C)cc1OC	1.8	3.1
COC(=O)[C@@]1(Cc2ccccc2)[C@H]2c3cc(C(=O)N4CCCC4)n(CCSCCO)c3C[C@H]2CN1C(=O)c1ccccc1	2.7	0.3
Cc1cc(=O)n2c3c(sc2n1)C(=O)N(Cc1ccccc1)C3=O	0.1	-6.5
COc1ccc(C2c3c(oc4ccc(Cl)cc4c3=O)C(=O)N2Cc2ccco2)cc1OC (stereo unspecified)	0.0	-15.1
Cc1ccc(/C=C2/SC(=S)N(CCC(=O)N3CCN(c4ccccc4)CC3)C2=O)cc1	-1.0	-3.2
O=C(c1noc2c1CCc1ccccc1-2)N1CCc2ccccc2C1	0.4	4.3
O=C1NCCCC1C(=O)N1CCN(C(=O)C2CCCNC2=O)CC1 (stereo unspecified)	0.0	-12.3
O=c1nc2n(c3ccccc13)Cc1ccccc1-2	-0.2	16.3
SMILES	D2 ag	D2 antag
CCC(c1nnnn1C(C)(C)C)N(CCOC)Cc1cc2cccc(C)c2n2nnnc12 (stereo unspecified)	0.7	-7.2
Cc1ccc2c(Cl)cc(Cl)c(OCC(=O)Nc3ccc(C)c(S(=O)(=O)N(C)C)c3)c2n1	0.1	-2.9
CCc1nc(SCC(=O)N2CCN(c3ccccc3)CC2)c2c(=O)n(C)c(=O)n(C)c2n1	-0.3	5.9
O=[N+]([O-])/C=C/c1c(OCc2ccccc2)ccc2ccccc12	1.6	-6.1
Cc1cc(C)n2nc(C(=O)Nc3ccccc3N3CCOCC3)nc2n1	0.6	-11.2
COc1cc2cc(CN(Cc3nnnn3C3CCCC3)C3CCCC3)c(=O)[nH]c2cc1OC	-0.7	-14.6
Cc1ccc2nsnc2c1NC(=O)c1cccc([N+](=O)[O-])c1	-0.8	-6.1
Cc1c(/C=N/NC(=O)c2cccnc2)c2ccccn2c1C(=O)c1ccc(F)cc1	-0.2	-16.2
COc1cccc(C=Nc2cccnc2)c1O	-0.7	1.5
COc1cccc(C(=O)Nc2ccncc2)c1	-2.2	1.7
Cc1sc(/C=C2\C(=O)ON=C2c2ccccc2)cc1Br	-0.6	-9.7
CCc1nc(SCC(=O)Nc2sc(C)c(C)c2C(=O)OC)c2ccccc2n1	-0.5	0.0
O=C1CCCc2nc3nc4ccccc4n3cc21	0.2	29.5
NC(=O)[C@@H]1CCNc2c(I)cc([N+](=O)[O-])cc2C(=O)N[C@@H](CO)C(=O)N[C@@H](Cc2ccc(O)cc2)C(=O)N1	-2.1	-4.8
CN(c1ccccc1)c1ccc(/C=c2\s/c(=C(/C#N)C(=O)C(C)(C)C)n(Cc3ccco3)c2=O)cc1	11.1	9.0
CC/C(O)=C1\C(=O)CCCC1=NCCc1nc2ccccc2[nH]1	1.0	19.4
CCCc1nc(N2CCOCC2)c2sc(=S)n(-c3ccccc3)c2n1	-0.1	3.8
CC1(C2(O)CC(c3ccccc3)ON2)CCCCC1 (stereo unspecified)	0.7	-0.9
O=C(Cn1nnc2ccccc2c1=O)NCCc1ccc(F)cc1	0.7	4.8
COc1ccc(OC)c2sc(N(CCCN(C)C)C(=O)c3ccc(S(=O)(=O)N4CCc5ccccc5C4)cc3)nc12	3.2	11.5
Cn1c(=O)[nH]c(=O)c2c1nc(Br)n2CCCc1ccccc1	-2.4	5.4
CCC(NC(=O)COc1ccc([N+](=O)[O-])cc1)c1ccccc1 (stereo unspecified)	-0.1	-9.5
O=C(Cc1nc2ccccc2s1)c1ccc(O)cc1O	0.5	-8.6
COc1ccc(C)cc1Nc1n[n+](C)c(-c2ccc(C(=O)O)cc2)s1	-0.3	0.3
Cn1nc(CC(=O)Nc2cccnc2N2CCOCC2)c2ccccc2c1=O	0.2	12.5

Individual results from the entries so far.
O=[N+]([O-])/C=C/c1c(OCc2ccccc2)ccc2ccccc12 in D2 antag shows -6.1
CCC(c1nnnn1C(C)(C)C)N(CCOC)Cc1cc2cccc(C)c2n2nnnc12 (stereo unspecified) in D2 antag shows -7.2
CN(c1ccccc1)c1ccc(/C=c2\s/c(=C(/C#N)C(=O)C(C)(C)C)n(Cc3ccco3)c2=O)cc1 in D2 antag shows 9.0
COc1ccc(OC)c2sc(N(CCCN(C)C)C(=O)c3ccc(S(=O)(=O)N4CCc5ccccc5C4)cc3)nc12 in D2 ag shows 3.2
Cc1ccc2nsnc2c1NC(=O)c1cccc([N+](=O)[O-])c1 in D2 antag shows -6.1
CCc1nc(SCC(=O)Nc2sc(C)c(C)c2C(=O)OC)c2ccccc2n1 in D2 ag shows -0.5
CCc1nc(SCC(=O)N2CCN(c3ccccc3)CC2)c2c(=O)n(C)c(=O)n(C)c2n1 in D2 antag shows 5.9

The results go on.
SMILES	D2 ag	D2 antag
Cn1c(=O)c2c(nc(SCc3ccccn3)n2C)n(C)c1=O	0.0	24.5
CCOC(=O)/C(N=Nc1sc(C(=O)OCC)c(C)c1C(=O)OCC)=C(\C)O	1.2	1.5
CC(C)[C@@H]1NC(=O)c2cc([N+](=O)[O-])cc(F)c2NCCC[C@@H](C(N)=O)NC(=O)[C@H](CO)NC1=O	0.2	-7.9
CCCCCCN(C(=O)CCCCCN1C(=O)NC(c2ccc(-c3ccccc3)cc2)C(C(=O)OCc2ccccc2)=C1C)C(C(=O)NCCCC)c1ccc(O)c(C(=O)OC)c1 (stereo unspecified)	0.0	-2.7
O=C1CC(c2ccc(Br)cc2)NC(c2ccc(Br)cc2)C1c1ccccc1 (stereo unspecified)	0.3	-9.7
CC1=C(C(=O)Nc2ccccc2)C(c2sccc2C)n2nnnc2N1 (stereo unspecified)	0.7	-7.1
O=c1c2ccccc2nc(SCc2cc(=O)n3ccsc3n2)n1CCCO	-0.5	-3.6
CCOC(=O)Cc1csc(NC(=O)c2c(O)c3ccccc3n(C)c2=O)n1	-1.5	8.1
O=C(Oc1ccc2cc(Br)ccc2c1)N1CCCCCC1	0.9	-16.1
Cc1ccc2nc(N3CCCCC3)c(C=O)c(=O)n2c1	-0.4	6.9
CC(=O)Oc1ccc(C23CC4CC(CC(C4)C2)C3)cc1C(=O)O	0.0	0.0
O=C(Nc1ccc2c(c1)nc1n2CCN(C2CCCCC2)C1)NC1CCCCC1	-0.3	15.5
CC(C)Cc1ccccc1O	0.4	-4.0
COc1ccc(CN(C)c2nc(-c3cccnc3)nc3ccccc23)cc1OC	-0.4	-3.2
CCOC(=O)C1=C(C)NC(=O)C1CC(=O)Nc1ccccc1 (stereo unspecified)	-2.6	-11.8
C#CCOCCOCCOCCNc1nc(N2CCN(C(=O)[C@H](CCCCN)n3cc(C(N)CO)nn3)CC2)nc(N2CCN(C(=O)[C@H](CCC(=O)O)n3cc(C(N)Cc4ccc(O)cc4)nn3)CC2)n1 (stereo partly specified)	-0.6	9.5
C[C@]12CC[C@@H]3c4ccc(O)cc4[C@@H](O)C[C@H]3[C@@H]1CC[C@@H]2O	1.9	-17.3
CCN1CCN(C(=O)c2cc3c(=O)n4ccccc4nc3n2Cc2ccccc2)CC1	-0.2	-13.2
CCOCC(=O)Nc1cc(C(=O)Nc2cc(C)cc(C)c2)ccc1Cl	-0.7	5.2
Cc1ccc(C)n1-c1ccc(C(=O)O)cc1	1.3	-1.0
Cc1ccc(-c2nc(SCC(=O)Nc3ccccc3OC(F)F)c3c(C)c(C(=O)O)sc3n2)cc1	0.1	9.5
COC(=O)C1(C)Cc2cc(OC(C)=O)c(OC(C)=O)cc2N1 (stereo unspecified)	1.0	-12.0
Clc1ccc(-c2n[nH]c3c2Cc2ccccc2-3)cc1Cl	-0.4	14.0
COc1cccc(N/C(N)=N/c2nc(CSc3ccccn3)cc(=O)[nH]2)c1	-0.3	13.5
O=C1Nc2ccc(C(F)(F)F)cc2N2CCCC12 (stereo unspecified)	0.2	9.1
SMILES	D2 ag	D2 antag
N#C/C(C(=O)c1ccccc1)=C1/SC=C(N)N1c1ccccc1	13.0	-0.7
O=c1cc(-c2c(F)c(F)c(F)c(F)c2F)oc2c(F)c(F)c(F)c(F)c12	17.6	56.5*
CCC(=O)NCCNc1ccc([N+](=O)[O-])cn1	-0.3	1.8
O=C1c2cccnc2C(Nc2ccc(Br)cc2Br)N1Cc1cccs1 (stereo unspecified)	1.9	-10.5
Cc1ccnn2cc3c(=O)n(C)c(=O)n(C)c3c12	-2.0	11.4
O=c1oc2c(Cl)cc(Cl)cc2cc1-c1nnc(Nc2ccccc2F)s1	-0.1	-1.5
O=c1[nH]c(/C=C/c2ccc(Br)cc2)nc2c1cnn2-c1ccccc1	1.1	-8.2

Whole records, quoted from the list. Order of screens: D2 ag	D2 antag
O=c1oc2c(Cl)cc(Cl)cc2cc1-c1nnc(Nc2ccccc2F)s1 in the list: -0.1	-1.5
O=C1c2cccnc2C(Nc2ccc(Br)cc2Br)N1Cc1cccs1 (stereo unspecified) in the list: 1.9	-10.5
O=c1[nH]c(/C=C/c2ccc(Br)cc2)nc2c1cnn2-c1ccccc1 in the list: 1.1	-8.2

Some of the compounds tested; count on the stated rates, not on these rows.
